RECQ1 inh: qHTS Assay for Inhibitors of RecQ-Like Dna Helicase 1 (RECQ1) | 0.54% of 240,000 active | Potency, µM (top dose mostly 57.3 µM), without a hit: at the highest dose activity, negative = inhibition, actives largely listed as inhibitors | RECQ1 DNA unwinding, red fluorescence kinetic read | ATP-dependent DNA helicase Q1 (Homo sapiens), P46063;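 further: plate controls were vehicle for no effect and no enzyme for full effect; nearly all actives have a fitted effect of over 30% in size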
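RECQ1T1 50 nM; forked duplex (20 bp + 30-nt ss tails) 200 nM, ATP 2 mM final; pH 8.0, 2 mM MgCl2, 2.5 ug/ml poly(dI-dC); 15 min compound preincubation; discontinuous kinetic read over 2 h at RT.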
SMN2 splice enh: qHTS Assay for Enhancers of SMN2 Splice Variant Expression; HEK293 SMN2-luciferase splicing reporter, luminescence, 30-36 h; 2.8% of 210,000 active; Potency, µM (series often up to 46.1 µM), inactives show at the top dose activity change, positive = activation, most hits filed as activators; AID 1458, 2008; further: % of control where 0% means no effect; nearly all actives have a fitted effect of over 55% in size
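qHTS luciferase splicing reporter: luminescence rises when SMN2 exon 7 is included in transfected HEK293 cells. Compound exposure lasted 30-36 h at 37C, with 4.5 mM final sodium butyrate as control, followed by a ONE-Glo read.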
RGS12 GoLoco inh: qHTS Assay for Inhibitors of RGS12 GoLoco Motif Activity (Red Fluorophore); Guanine nucleotide-binding protein G(i) subunit alpha-1 (Homo sapiens), P63096; Gai1:RGS12 GoLoco peptide FP, rhodamine, 10 min; Potency, µM (highest dose often 61.6 µM), inactives show at the top dose activity, negative = inhibition, most hits filed as inhibitors; 0.44% of 230,000 active; AID 880, 2007; active means well fitted inhibition curve with a large enough effect, not every such curve was filed as active; inactive means no such curve, though single readings can be large or run the other way; further: on the % scale 0 is the no-effect control and ±100 the full control effect; nearly all actives have a fitted effect of over 30% in size; many of its hits are not listed in these tables
KDM4E inh: qHTS Assay for Inhibitors of Human Jumonji Domain Containing 2E (JMJD2E). AID 2147, 2009. 1.6% of 230,000 active. JMJD2E catalytic domain, FDH-coupled NADH fluorescence (FDH is formaldehyde dehydrogenase). Potency, µM (highest dose often 57.1 µM), for the others: at the highest dose activity change, negative = inhibition, hits mostly inhibitors. Lysine-specific demethylase 4E (Homo sapiens), B2RXH2; active means well fitted inhibition curve with a large enough effect, not every such curve was filed as active; inconclusive means small, poorly fitted or top-dose-only effect, or another doubt; inactive means no such curve, though single readings can be large or run the other way;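 further: 0% = wells with enzyme and -100% = buffer wells without enzyme; nearly all actives have a fitted effect of over 50% in size; many of its hits are not listed in these tables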
Target sequence (B2RXH2 1-337 limits assumed): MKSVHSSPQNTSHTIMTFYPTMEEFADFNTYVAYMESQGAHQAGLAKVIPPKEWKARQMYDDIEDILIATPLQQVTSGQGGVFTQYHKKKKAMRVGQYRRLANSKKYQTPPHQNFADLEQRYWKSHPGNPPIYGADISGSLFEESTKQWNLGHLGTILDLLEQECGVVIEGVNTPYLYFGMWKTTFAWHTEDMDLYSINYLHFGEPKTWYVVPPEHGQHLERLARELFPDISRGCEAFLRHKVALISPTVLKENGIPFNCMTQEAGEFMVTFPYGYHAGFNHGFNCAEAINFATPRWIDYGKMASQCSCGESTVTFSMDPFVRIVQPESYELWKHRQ
TexasRed fluor: Total Fluorescence Counterscreen for Inhibitors of the Interaction of Thyroid Hormone Receptor and Steroid Receptor Coregulator 2; Potency, µM (titrated, usually from 106 µM), for the others: at the top dose fluorescence change, negative = quenching; 0.29% of 280,000 active; TRb/SRC2 Texas Red total fluorescence interference; AID 1479, 2009; active means well fitted curve in either direction with a large enough effect; inconclusive means small, poorly fitted or top-dose-only effect; further: on the % scale 0 is the no-effect control and ±100 the full control effect
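Flags fluorescent or light-absorbing compounds by total fluorescence, S + 2P, at 555 nm excitation and 632 nm emission. Mixture: 20 nM Texas Red SRC2 peptide, 0.6 uM human TRb LBD, 1 uM T3, 5% DMSO; compound exposure 5 h at ambient temperature.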
TRb-SRC2 inh: qHTS for Inhibitors of the Interaction of Thyroid Hormone Receptor and Steroid Receptor Coregulator 2. Thyroid hormone receptor beta (Homo sapiens), P10828. TRbeta-SRC2 peptide binding, fluorescence polarization; receptor liganded with 1 µM T3. Potency, µM (highest dose often 106 µM), inactives show top-dose activity change, negative = inhibition, usual class: inhibitors. 0.065% of 280,000 active. AID 1469, 2008;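 further: plate controls were bound peptide for no effect and peptide without receptor for full effect; nearly all actives have a fitted effect of over 50% in size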
Target sequence (P10828 whole entry, looked up): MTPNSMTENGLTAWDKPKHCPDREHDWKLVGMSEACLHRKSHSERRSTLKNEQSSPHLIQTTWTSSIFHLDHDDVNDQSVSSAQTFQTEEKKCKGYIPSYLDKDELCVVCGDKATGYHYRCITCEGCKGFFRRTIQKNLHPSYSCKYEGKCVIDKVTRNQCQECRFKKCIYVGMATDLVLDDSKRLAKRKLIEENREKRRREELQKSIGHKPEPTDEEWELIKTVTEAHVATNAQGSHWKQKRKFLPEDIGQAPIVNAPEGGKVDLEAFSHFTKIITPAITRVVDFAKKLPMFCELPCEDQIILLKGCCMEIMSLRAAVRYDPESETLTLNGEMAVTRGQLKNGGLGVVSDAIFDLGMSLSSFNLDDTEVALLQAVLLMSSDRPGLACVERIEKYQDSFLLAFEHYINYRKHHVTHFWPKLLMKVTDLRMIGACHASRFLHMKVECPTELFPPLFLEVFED
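Human TRb ligand-binding domain (0.6 uM) is mixed with 20 nM Texas Red SRC2 peptide and 1 uM T3; after compound addition and 5 hr at ambient temperature, polarization is measured and normalized to unbound and bound controls.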
ALDH1A1 inh: qHTS Assay for Inhibitors of Aldehyde Dehydrogenase 1 (ALDH1A1); Aldehyde dehydrogenase 1A1 (Homo sapiens), P00352; Potency, µM (titrated, usually from 75.3 µM), without a hit: top-dose activity, negative = inhibition, actives largely listed as inhibitors; Purified ALDH1A1, NADH fluorescence, propionaldehyde substrate; AID 1030, 2008; 7.3% of 220,000 active; active means well fitted inhibition curve with a large enough effect, not every such curve was filed as active; inconclusive means small, poorly fitted or top-dose-only effect, or another doubt; inactive means no such curve, though single readings can be large or run the other way;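 further: plate controls were no enzyme wells and a reference inhibitor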
LMNA splice mod: qHTS Assay for Modulators of Lamin A Splicing. Potency, µM (series often up to 46.1 µM), for the others: at the top dose ratio change, negative = inhibition, most hits filed as inhibitors. HeLa LMNA splicing GFP/RFP minigene ratio, 48 h. AID 1487, 2009. 0.01% of 200,000 active; active means well fitted inhibition curve with a large enough effect in the signal ratio, with a control signal flat, not every such curve was filed as active; inconclusive means small, poorly fitted or top-dose-only effect, or effect the other way, or a change in a side signal; the % refers to the signal ratio; further: on the % scale 0 is the no-effect control and ±100 the full control effect
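S3 HeLa cells stably expressing lamin A-EGFP splicing minigene plus DsRed2, 600 cells/well, 48 h compound exposure at 37C. Laser-scanning cytometry; analysed as GFP (500-530 nm)/RFP (575-640 nm) total intensity ratio; 0.5% DMSO vehicle.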
* marks the source's active call; other numbers are inactive results; i = inactive; ? = inconclusive; nt = not tested or not shown; [ ] = remark or other dose. Unless noted, the call rests on the fitted dose curve; in most records, active means well fitted curve in the direction sought with a large enough effect; inconclusive means small, poorly fitted or top-dose-only effect, or another doubt; inactive means no such curve, though single readings can be large; an effect the other way counts as inactive or inconclusive. Potency means the concentration at half of the fitted maximal effect. The list is partial. The share of hits here may be higher or lower than overall.

SMILES	RECQ1 inh	SMN2 splice enh	RGS12 GoLoco inh	KDM4E inh	TexasRed fluor	TRb-SRC2 inh	ALDH1A1 inh	LMNA splice mod
COc1ccccc1CNC(=O)[C@@H]1CCCN1S(=O)(=O)c1ccc(C)cc1	i	-10%	0%	6%	-2%	2%	1%	3%[46 µM]
Brc1ccc(-c2nc(-c3ccncc3)no2)o1	-8%	?	4%	0%	-3%	3%	11%	0%
Cn1cc(C(=O)C(=O)N2CCN(c3ccccc3)CC2)c2ccccc21	i	-9%	-2%	-2%	2%	-3%	1%	11%[46 µM]
CCCCCCCCCCCCCCCCCC(=O)OC[C@@H](O)[C@H]1OC[C@H](O)[C@H]1O	nt	nt	11%	nt	-1%[201 µM]	2%[201 µM]	nt	?
CN1CCN(Cc2nc(Cc3ccccc3)no2)CC1c1ccccc1 (stereo not given)	i	nt	2%	4%	1%	-8%	?	nt
COc1cccc(C(=O)C2CCCN(Cc3c(C)n(C)n(-c4ccccc4)c3=O)C2)c1 (stereo not given)	6%	nt	6%	?	0%	-7%	nt	nt
COCc1[nH][nH]c(=O)c1/C=N/N1CCOCC1	i	-1%	9%	-10%	1%	6%	-12%	23%[9.22 µM]
CCc1ccc(C(=O)COC(=O)[C@@H](NC(N)=O)[C@@H](C)CC)cc1	i	-3%	15%	-3%	2%	-1%	-5%	8%[46 µM]
CC12CCC(=O)N1C(C(=O)OCC(=O)Nc1ccc(S(N)(=O)=O)cc1)CS2 (stereo not given)	-4%	3%	14%	-23%	0%	7%	?	0%
O=S(=O)(Nc1cccc(-c2cn3cccnc3n2)c1)c1ccccc1	-9%	21%	-19%	-2%	-1%	-4%	24%	?
CCCCNC(=O)c1ccc2c(OCC)n(CCCC)nc2c1	14%	-20%	3%	?	-1%	4%	?	0%
CCc1cc2c(nc1CC)CCN(CC/C(C)=N/O[C@@H](C)c1cc(-c3c(C)cc(C)cc3C)no1)C2	i[11.5 µM]	-53%[inhibitor]	42%[activator]	-8%	2%[11.2 µM]	-1%[11.2 µM]	9%[13.5 µM]	?
O=C(Cn1nc(-c2ccc(F)cc2)ccc1=O)Nc1ccc(C(=O)NC2CC2)cc1	i	-8%	-2%	-2%	-2%	-2%	5%	5%
O=C(Nc1nc2cc3c(cc2s1)OCCO3)c1cccs1	i	nt	0%	-9%	-2%	11%	nt	nt
O=c1cc(CSc2nnnn2-c2ccccc2)[nH]c2[nH]n(-c3ccccc3)c(=O)c12	?	?	-3%	-6%	-13%	-19%	0%	8%
CCCCCSc1nc2c(cnn2-c2ccccc2)c(=O)[nH]1	i	-8%	-3%	3%	5%	-2%	-1%	18%
Cc1csc(NC(=O)COc2ccc3c(C)cc(=O)oc3c2)n1	i	0%	2%	?	2%	-4%	7%	3%
COCCOC(=O)C1=C(C)NC(=S)NC1/C=C/c1ccccc1 (stereo not given)	-5%	-1%	-4%	-7%	-2%	0%	0.79µM*	-8%
O=C(COC(=O)/C=C/c1cccs1)NC1CC1	-2%	nt	-3%	-2%	0%	10%	-2%	nt
O=C(Nc1nc2c(s1)CCCC2)c1ccc(Br)o1	-7%	11µM*	2%	3%	-2%	2%	?	7%
CC(=O)NCCc1nc2ccccc2n1CCOc1ccccc1C	-16%	nt	1%	6%	-1%	-2%	nt	nt
CSc1nc(NC(C)=O)nc(C)c1Br	-4%	-3%	-10%	4%	-2%	-10%	23%	18%
O=c1[nH]c(CSc2ccccc2)nc2c1oc1ccccc12	i	nt	7%	0%	-1%	6%	nt	nt
Cn1c(SCc2cccc(Br)c2)nnc1-c1ccccn1	-1%	nt	-3%	6%	-1%	-12%	nt	nt
COc1cccc(CC(=O)NCC2COc3ccccc3O2)c1OC (stereo not given)	-15%	-12%	10%	11%	2%	-9%	2%	-1%
Cc1ncc([N+](=O)[O-])n1C[C@H](O)CCl	i	14%[20.6 µM]	18%[21.6 µM]	-24%[25.5 µM]	1%[53 µM]	-10%[53 µM]	-2%[20.9 µM]	-5%
O=C1CCCc2cc3c(cc21)CC1(C3)Cc2cc3c(cc2C1)C(=O)CCC3	-4%	nt	4%	-1%	-1%	6%	-7%	nt
COC(=O)c1sc(=S)n(-c2ccccc2)c1N	-3%	?	-9%	-1%	0%	-3%	7.1µM*	4%
O=c1c(-c2ccc(F)cc2)nc2cnc(N3CCOCC3)nc2n1-c1ccccc1	-11%	-6%	63%[activator]	nt	nt	nt	?	nt
CC(Sc1cccc2cccc(C(=O)O)c12)C(=O)O (stereo not given)	i	-1%	9%	-2%	0%	2%	6%	3%
Cc1ccc(S(=O)(=O)N2CCCCC2C(=O)N2CCN(C)CC2)cc1 (stereo not given)	-9%	25%	-2%	5%	-2%	-9%	?	5%
CCC(C)(C)n1nnnc1CN1CCN(c2ccc(OC)cc2)CC1	-5%	nt	4%	-22%	0%	4%	?	?
CN(C(=O)c1cccs1)c1ccc(OCC(=O)Nc2ccc(C(=O)O)cc2)cc1	-1%	nt	-14%	6%	3%	-3%	nt	nt
Cc1cccnc1NC(=S)NC(=O)/C=C/c1ccco1	?	13%	31%[activator]	?	?	14%	?	0%
CC(C)c1nc(NCCN2CCOCC2)c(C#N)c2c1COC(C)(C)C2	-1%	-8%	5%	?	-5%	1%	?	0%
CCCCNC(=O)C(NS(=O)(=O)c1cccc2nsnc12)c1ccccc1 (stereo not given)	-1%	12%	4%	1%	-4%	0%	16%	5%
O=C(NC1CCCC1)C(c1ccsc1)N(C(=O)Cc1cccs1)c1ccccc1 (stereo not given)	-13%	2%	-5%	-5%	2%	-20%	9%	-1%
CCn1c(Sc2ccc(N)cc2Cl)nc2ccccc21	-6%	nt	-10%	1%	0%	3%	6%	-11%
COc1ccc(-c2cc(-c3ccccc3)c(C#N)c(S(C)(=O)=O)n2)cc1	i	-25%	8%	?	0%	-3%	?	-21%
COc1cc(C)c(CNC2CCCCC2)cc1C	-12%	8%	-9%	-25%	-2%	-2%	-2%	5%
Cc1cc(C(=O)N/N=C/c2ccc(O)c([N+](=O)[O-])c2)c(C)n1-c1ccc(F)cc1	?	-6%[1.84 µM]	-10%	-25%	-21%	4%	?	0%
O=C(O)CSc1nc2ccccc2n1C1CCCCC1	i	nt	6%	-13%	-1%[53 µM]	17%[53 µM]	-13%	nt
CCN(c1cccc(C)c1)S(=O)(=O)c1ccc2c(c1)CCN2C(C)=O	i	-27%	6%	6%	-1%	-7%	8%	?
CCOC(=O)c1ccc(N2CCCCC2)c(NS(=O)(=O)c2cccc(C(F)(F)F)c2)c1	-14%	nt	7%	-11%	-1%	5%	nt	nt
O=C(c1cnc2ccccn2c1=O)N1CCc2ccccc21	-5%	20%	9%	0%	-5%	4%	?	-8%

Part of the list above, reformatted:
Structure | RECQ1 inh | SMN2 splice enh | RGS12 GoLoco inh | KDM4E inh | TexasRed fluor | TRb-SRC2 inh | ALDH1A1 inh | LMNA splice mod
O=C(NC1CCCC1)C(c1ccsc1)N(C(=O)Cc1cccs1)c1ccccc1 (stereo not given) | -13% | 2% | -5% | -5% | 2% | -20% | 9% | -1%
CCn1c(Sc2ccc(N)cc2Cl)nc2ccccc21 | -6% | nt | -10% | 1% | 0% | 3% | 6% | -11%

Additional results follow:
SMILES	RECQ1 inh	SMN2 splice enh	RGS12 GoLoco inh	KDM4E inh	TexasRed fluor	TRb-SRC2 inh	ALDH1A1 inh	LMNA splice mod
Nc1ccccc1Oc1c(F)c(F)c(Oc2ccccc2N)c(F)c1F	-5%	nt	8%	?	-11%	1%	1%	nt
Cn1c(=O)cc(OCCCC(=O)Nc2ccccn2)c2ccccc21	8%	21%	-3%	-3%	-3%	-12%	8%	?
CN(C)c1ccc(-c2ccc3ncnc(NC4CC4)c3c2)cc1	i	nt	3%	nt	nt	nt	1%	?
CCc1ccc(OCCNC(=O)OCc2ccccc2)cc1	-5%	7%	-3%	11%	-1%	0%	-6%	-6%
CSCCC(NS(=O)(=O)c1ccc2c(c1)oc(=O)n2C)C(=O)NC1CCCCC1 (stereo not given)	5%	6%	8%	-7%	-1%	-5%	-5%	-7%
COCCn1c(SCC(=O)Nc2cccc(C)c2)nnc1C(C)C	i	1%	-4%	0%	2%	-3%	-3%	3%
COc1ccc(C(=O)CSc2nnc(CNc3ccc(F)cc3)o2)cc1	-5%	-48%[inhibitor]	-1%	0%	-2%	-3%	?	nt
COc1ccccc1OCC(=O)OCC(=O)NCCN1C(=O)CSC1=O	-8%	0%	1%	12%	1%	6%	4%	?
CC1(C)S[C@@H]2[C@H](NC(=O)COc3ccccc3)C(=O)N2[C@H]1C(=O)O	-2%	nt	-5%	nt	2%	2%	0%	nt
OCCC1CN(Cc2cccs2)CCN1Cc1ccccc1 (stereo not given)	i	nt	9%	7%	-6%	0%	3%	nt
O=C(O)COc1ccccc1/C=C1\SC(=S)N(c2cccnc2)C1=O	-2%	nt	19%	-5%	-2%	1%	?	nt
CCC(=O)N(Cc1ccco1)c1nc(-c2ccccc2)cs1	i	-20%	9%	-2%	0%	2%	2%	6%
COc1ccc(OCCC(=O)OCC(=O)NC2CCCCCCC2)cc1	0%	5%	8%	-21%	-2%	-9%	16µM*	0%[9.22 µM]
N#Cc1c2n(c(=S)n(-c3ccc(F)cc3)c1=O)CCCCC2	16%	-5%	14%	2%	2%	-4%	7%	nt
CCCCCCCCc1nnc(N)s1	-14%	nt	0%	-6%	-2%	7%	nt	nt
CCCCNC(=O)CNC(=S)N(Cc1ccccc1)Cc1cccs1	-9%	-26%	6%	8%	2%	2%	?	nt
